BaF3 parental = reduces parental Ba/F3 cell viability, JAK2V617F counter-screen; inhibition, % at 5.6 µM; 220,000 tested, 1.1% active; CellTiter-Glo ATP luminescence; AID 1486;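 active = inhibition above a per-campaign cutoff, the mean inhibition of all tested compounds plus 3 SD, cut at about 27% in these data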;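 also: 0% = DMSO wells and 100% = JAK Inhibitor I control wells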
TNF necrop inh = inhibitors of TNF-alpha induced necroptosis in Jurkat FADD-/- cells | activation (protection from cell death), % at 10 µM | 220,000 tested, 0.068% active | Jurkat FADD-/- TNF necroptosis rescue, ATP luminescence, 24 h; 0 = TNF only, 100 = no-TNF cells;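 active = activation, meaning protection from cell death, of at least 50% relative to plate controls; inactive = activation below 50%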;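 also: necroptosis triggered by 40 ng/mL TNF-alpha added together with compound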
PPC-1+TRAIL kill = kills PPC-1 cancer cells in the presence of TRAIL. PPC-1 cells + TRAIL, ATPLite viability luminescence. cell killing (% activity), % at 4 µM. 220,000 tested, 0.41% active. AID 1443;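 active = cell killing above 50% in the first pass at 4 µM, then a duplicate retest at 5 µM averaging 50% or more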;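 also: plate controls were cells with TRAIL plus DMSO for no effect and medium-only wells lacking cells for full effect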
TRPN1 ag = activates the zebrafish TRPN1 channel | AID 1424 | 220,000 tested, 0.18% active | activation, % at 3 µM | HEK293 zebrafish TRPN1-YFP, Fluo-8 calcium fluorescence; 100% = response to 87 µM carbachol;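 active = activation above its plate's cutoff, the mean activation of test wells on that plate plus 3 SD, cut at about 19% in these data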;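 also: 0% = DMSO alone and 100% = 87 µM carbachol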
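Control set: carbachol 87 µM as high control, DMSO as low control; system: HEK293 stable line with zebrafish TRPN1-YFP; read-out: % activation versus carbachol response; detection: intracellular calcium fluorescence with Fluo-8; doses: single test compound dose, 3 µM nominal, 0.3% DMSO; schedule: dye 1 h 37 °C plus 30 min RT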
CHOP inhibitor = CHOP inhibition in unfolded protein response; CHO-K1 CHOP-promoter luciferase, tunicamycin-induced, 15-18 h; inhibition, % at 10 µM; 220,000 tested, 3.8% active; AID 2732;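 active = compounds that reduced the stress-induced luciferase reporter signal by more than about 70% of percent inhibition, limit read from the data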;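 also: 0% = tunicamycin plus vehicle and 100% = wells without tunicamycin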
TRPML3 ag = human mucolipin-3 channel agonism. 220,000 tested, 0.29% active. HEK293 TRPML3-YFP, Fluo-8 calcium fluorescence; 100% = the carbachol control signal. activation, % at 3 µM;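 active = activation above its plate's cutoff, the mean activation of the plate's test wells plus 3 SD, cut at about 12% in these data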;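 also: 0% = DMSO only wells and 100% = carbachol wells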
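Material: TRPML3-YFP stable HEK293 cells | Dosing: One concentration, 3 µM nominal, 0.3% DMSO | Timing: 125 s total fluorescence read per well | Technique: Fluo-8 calcium dye fluorescence, ex 470-495, em 515-575 nm | Measure: Percent activation from peak-to-basal fluorescence ratio, scaled between DMSO and carbachol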
RBBP9 inhibitor = human RBBP9 hydrolase inhibition; inhibition, % at 7.94 µM; recombinant RBBP9, FP-Rh probe fluorescence polarization; 220,000 tested, 0.2% active;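 active = inhibition above the campaign mean of all tested compounds plus 3 SD, cut at about 14% in these data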;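 also: plate controls were DMSO wells with RBBP9 for no effect and wells lacking RBBP9 protein for full effect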
Target sequence (O75884 whole entry, looked up): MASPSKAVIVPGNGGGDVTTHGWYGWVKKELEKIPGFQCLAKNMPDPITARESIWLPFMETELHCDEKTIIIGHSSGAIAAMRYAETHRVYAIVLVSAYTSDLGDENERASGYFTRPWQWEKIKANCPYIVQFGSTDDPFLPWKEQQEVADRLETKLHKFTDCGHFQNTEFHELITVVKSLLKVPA
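Test system: recombinant human RBBP9; Timing: 30 min then 45 min, 25 °C; Detection: fluorescence polarization; Control set: RBBP9 with DMSO as uninhibited control, no-protein wells as full inhibition; Compound dosing: one concentration, 7.94 µM nominal, 0.794% DMSO; Probe or stimulus: FP-Rh activity-based probe, 375 nM before mixing.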
Wee1 degr inh = human Wee1 degradation inhibition, primary screen; P30291; HeLa Luc-Wee1K328M stability, luciferase luminescence; 100% = proteasome inhibitor MG132 effect; reporter increase, % at 5 µM; 220,000 tested, 1.2% active; AID 1321;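 active = activation above the mean of all tested compounds plus 3 SD, set per screening run, cut at about 8.8% in these data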;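 also: cells exposed to compound for 20 h before luminescence read; 0% = DMSO alone and 100% = MG132 at 30 µM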
Target sequence (P30291 whole entry K328M): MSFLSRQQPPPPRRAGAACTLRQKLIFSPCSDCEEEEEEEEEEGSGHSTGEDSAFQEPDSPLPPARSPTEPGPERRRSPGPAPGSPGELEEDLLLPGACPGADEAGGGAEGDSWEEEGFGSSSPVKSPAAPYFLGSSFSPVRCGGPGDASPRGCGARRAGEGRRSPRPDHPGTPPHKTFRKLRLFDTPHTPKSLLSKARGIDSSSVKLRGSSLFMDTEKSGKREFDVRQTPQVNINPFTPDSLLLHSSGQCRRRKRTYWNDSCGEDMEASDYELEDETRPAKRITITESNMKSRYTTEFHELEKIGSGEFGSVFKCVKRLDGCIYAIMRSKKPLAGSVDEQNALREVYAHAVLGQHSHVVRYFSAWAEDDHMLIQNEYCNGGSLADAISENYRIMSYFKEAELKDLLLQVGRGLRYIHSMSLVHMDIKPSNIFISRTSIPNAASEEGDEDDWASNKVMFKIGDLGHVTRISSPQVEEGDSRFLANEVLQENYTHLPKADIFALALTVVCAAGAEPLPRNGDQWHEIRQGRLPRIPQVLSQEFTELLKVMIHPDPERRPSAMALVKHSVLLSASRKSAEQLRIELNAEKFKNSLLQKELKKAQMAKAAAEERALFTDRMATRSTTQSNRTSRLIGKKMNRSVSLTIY
Ba/F3 V617F tox = lowers viability of Ba/F3 cells expressing EpoR and JAK2V617F; ATP luminescence; 220,000 tested, 1.1% active; inhibition, % at 5.6 µM;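 active = inhibition above the campaign mean plus 3 SD over all tested compounds, cut at about 24% in these data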;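 also: cytokine-independent growth of Ba/F3 cells driven by EpoR plus mutant JAK2; 0% = DMSO-treated cells and 100% = JAK inhibitor I control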
Starred values were filed as active, the others as inactive; / = not tested or not shown; [ ] = another dose, or the depositor's remark.

SMILES | BaF3 parental | TNF necrop inh | PPC-1+TRAIL kill | TRPN1 ag | CHOP inhibitor | TRPML3 ag | RBBP9 inhibitor | Wee1 degr inh | Ba/F3 V617F tox
N#C/C(=C(/O)COC(=O)CSc1ccc2ccccc2c1)c1nc2ccccc2[nH]1 | 4 | 6.3 | 10 | 2.4 | 92* | 1.9 | -9 | 0 | 2
CC(C)Cn1[nH]c2c3c(ccc2c1=O)C(=O)c1ccccc1C3=O | 6 | -3.3 | 18 | 0.7 | 1 | 0.6 | -4 | 0 | -3
CC(=O)OC[C@H]1O[C@@H](n2ccc(=O)[nH]c2=S)C(OC(C)=O)C1OC(C)=O (stereo not given in full) | 2 | 0.3 | 15 | 1.8 | -12 | 0.7 | 0 | -3 | -2
COc1ccccc1NC(=O)/C=C/C(=O)O | 10 | -0.9 | -25 | 0.7 | 10 | 0.3 | -1 | 4 | 0
COC(=O)CSC1=C(C#N)C(c2ccsc2)CC(=O)N1 (stereo not given) | 3 | -8.3 | -6 | 0.1 | 1 | 0.4 | -2 | 1 | -2
Cc1ccc(-c2ccc(CCC(=O)O)o2)cc1 | 0 | -0.2 | 14 | 0.8 | 1 | 0.8 | -1 | -2 | -2
CN(C)c1nc(=Nc2cccc(Cl)c2)ss1 | -3 | -11 | 12 | 0.5 | 74* | -0.1 | -3 | -1 | 1
O=C(O)CCn1cc(C2CC(c3ccccc3)=NN2c2ccccc2)c(-c2ccccc2)n1 (stereo not given) | 6 | -0.3 | 17 | 13 | 80* | 0.1 | 3 | -2 | -1
Cc1ccc(CSc2nnc(SCC(=O)N/N=C/C=C/c3ccccc3[N+](=O)[O-])s2)cc1 | 10 | 0.1 | 2 | 1.3 | 38 | 1.4 | 3 | 0 | 1
COC(=O)c1c(NC(=O)c2nc3nc(C)cc(C(F)F)n3n2)sc2c1CCC2 | 2 | -2.1 | 19 | 1.6 | 50 | 1.3 | -10 | 0 | -2
Cc1cc(C)c(NC(=O)c2sc3nc4c(cc3c2N)C(=O)CC(C)(C)C4)c(C)c1 | 10 | 0.1 | -7 | 1.2 | -15 | -0.1 | -16 | 2 | 5
COc1cc(CC(=O)OCC(=O)N2CC(=O)Nc3ccccc32)cc(OC)c1OC | 2 | 1.5 | -3 | 0.5 | 8 | 0.8 | 8 | -2 | 0
O=C(CSc1nnnn1-c1cccc2ccccc12)N1CCOCC1 | 1 | -1.2 | -8 | -0.2 | 5 | 0.1 | -7 | 1 | -2
O=C(CC(=O)c1ccccc1O)c1cccc(F)c1 | 7 | -6.1 | -19 | -1.0 | / | -0.1 | 1 | 11* | 3
COCCNC(=O)CSc1nc2ccc(N3CCOCC3)cc2c(=O)n1CCc1ccccc1 | 6 | 2.3 | -3 | 0.3 | -11 | 0.6 | -9 | -3 | 1
Cc1ccnc(NC(=O)CN2C(=O)c3ccccc3C2=O)c1 | 3 | 0.7 | / | 1.3 | 3 | 0.6 | -1 | 3 | -1
COc1cc2[nH]c(=O)c(C(=O)NCCCN3CCOCC3)c(O)c2cc1OC | 10 | 0.1 | -2 | 0.9 | 15 | 1.3 | 0 | 5 | 6
CCCN1CCC(NC(=S)Nc2ccc(S(N)(=O)=O)cc2)CC1 | 2 | 1.0 | -3 | -0.2 | 9 | 0.6 | -6 | 0 | -2
CC1CC(C)(C)CC2(C1)NC(=O)N(CC(=O)NCCc1ccc3c(c1)OCCO3)C2=O (stereo not given) | 5 | -2.5 | 2 | 0.3 | 30 | 0.5 | -10 | -4 | 2
Cc1cc(C)nc(SCc2ccc(C(=O)N/N=C/c3ccco3)cc2)n1 | 3 | -0.7 | 14 | 1.3 | -8 | 0.7 | 1 | 6 | 0

Quoted at random: 2 records from the list
SMILES | BaF3 parental | TNF necrop inh | PPC-1+TRAIL kill | TRPN1 ag | CHOP inhibitor | TRPML3 ag | RBBP9 inhibitor | Wee1 degr inh | Ba/F3 V617F tox
COc1cc2[nH]c(=O)c(C(=O)NCCCN3CCOCC3)c(O)c2cc1OC | 10 | 0.1 | -2 | 0.9 | 15 | 1.3 | 0 | 5 | 6
Cc1ccnc(NC(=O)CN2C(=O)c3ccccc3C2=O)c1 | 3 | 0.7 | / | 1.3 | 3 | 0.6 | -1 | 3 | -1

Next section.
SMILES | BaF3 parental | TNF necrop inh | PPC-1+TRAIL kill | TRPN1 ag | CHOP inhibitor | TRPML3 ag | RBBP9 inhibitor | Wee1 degr inh | Ba/F3 V617F tox
COc1cccc(CNC(=O)CCNC(=O)Cn2ccc3ccccc3c2=O)c1 | 2 | -3.4 | -7 | -0.5 | -3 | 0.5 | -4 | 2 | -1
Cc1sc(-c2ccncc2)nc1OC(=O)c1ccc(F)cc1F | 10 | -2.5 | 18 | -0.8 | 56 | -0.4 | -2 | -1 | 4
CN1CCN(c2ccc(CNC(=O)c3ccco3)cc2)CC1 | 1 | 5.4 | 7 | 0.9 | 15 | 0.9 | -1 | 1 | -5
CCOC(=O)C1(CC)NC(c2ccco2)C2C(=O)N(CC)C(=O)C21 (stereo not given) | 0 | -1.1 | -2 | -0.4 | -17 | -0.2 | -14 | 2 | -1
Nc1nc2n(n1)C(c1cccc(Br)c1)CC(c1ccccc1)N2 (stereo not given) | 2 | 0.3 | 10 | 9.0 | -6 | 1.6 | -7 | 0 | 0
CCN(CC)CC(=O)NC12CC3CC(CC(C3)C1)C2 | 6 | 1.2 | 21 | 0.2 | -15 | 0.2 | 12 | -1 | 1
COc1ccc(NC(=O)c2cccnc2NCCc2ccccc2)cc1 | 4 | -0.4 | -5 | -1.9 | 30 | -0.7 | -5 | 0 | -4
CCOc1cc(C(=O)Nc2ccc(S(=O)(=O)N3CCOCC3)cc2)cc(OCC)c1OCC | 1 | 0.1 | -9 | -0.2 | 14 | 0.6 | -5 | 0 | -1
Nc1nc2c(s1)CCc1c-2cnn1-c1ccccc1 | 9 | -5.7 | 26 | 0.1 | -63 | -0.5 | 11 | 7 | 0
CC(C)NC(=O)c1cccc(Br)c1 | 3 | -1.0 | 1 | 0.8 | 45 | 0.6 | -13 | 0 | 3
CSc1cccc(NC(=S)Nc2ccc(F)cc2)c1 | 6 | -2.5 | 24 | 2.7 | -2 | 0.6 | -11 | -2 | -3
COc1ccccc1NC(=S)N(CCCN1CCOCC1)Cc1cn(C)c2ccccc12 | 8 | 1.1 | -4 | -0.2 | 26 | 1.2 | -9 | 3 | 1
Cc1cc(C)n(-c2nc(SCCN(C)C)c3c4c(sc3n2)CCCC4)n1 | 7 | -1.2 | -9 | 4.3 | 44 | 1.0 | -9 | -2 | 1
Nc1ncnc2c1ncn2[C@@H]1O[C@H](CO)C[C@@H]1O | 6 | / | -10 | 0.0 | 8 | 1.1 | 0 | -1 | -4
N#C/C(=C\C=C\c1ccccc1)C(=O)Nc1ccccc1 | 2 | -0.6 | 14 | -0.1 | 73* | 0.8 | -4 | -1 | 3
CC1(C)CC(=O)C(C(c2ccccc2F)C2C(=O)CC(C)(C)CC2=O)C(=O)C1 | -1 | -2.1 | 18 | 0.8 | -8 | -0.1 | 4 | 0 | -6
C=CCSc1nc2c(c(=N)n1CC=C)C1CCCC1S2 (stereo not given) | 4 | 0.2 | 17 | 0.2 | -9 | 0.9 | -9 | 1 | 3
O=C(CSc1nc(-c2ccco2)cc(C(F)(F)F)n1)NCCN1CCOCC1 | 0 | -0.1 | 2 | 0.7 | -9 | -0.4 | 0 | 0 | 1
N=c1n(CCN2CCCC2)c2ccccc2n1CC(O)c1ccc(Cl)c(Cl)c1 (stereo not given) | 104* | -15 | 24[5 µM] | -2.7 | -32 | 0.0 | 3 | 0 | 102*
CCC(C)C1NC(=S)N(C2CCCCC2)C1=O (stereo not given) | 4 | 1.3 | 20 | -0.4 | 35 | 0.5 | -8 | -1 | 4
Cc1nc2c(S(=O)(=O)c3ccccc3)cnn2c(C)c1C | 2 | -3.3 | -5 | 1.8 | 24 | 1.0 | -3 | -4 | 1
S=C(c1ccc(-c2ccccc2)o1)N1CCCCC1 | 4 | -3.4 | 31 | -2.3 | 39 | 0.2 | -9 | -1 | 1
O=C(NC1CCCCC1)c1ccc(COCC(F)(F)F)o1 | 7 | 0.2 | -11 | -0.8 | 13 | -0.6 | -3 | -3 | 0
CN(C)C(=O)NC(Nc1ccc(Cl)cc1Cl)C(Cl)(Cl)Cl (stereo not given) | 3 | -5.3 | -1 | -1.2 | 66 | -0.6 | -7 | -1 | 1
Cc1ccc(N2CC(=O)N(NC(=O)c3sc4nc(C)cc(C)c4c3N)CC2=O)cc1 | 2 | 5.9 | -14 | 0.3 | 10 | 0.4 | -10 | -2 | -5
CCOC(=O)c1cc(-c2ccccc2)n(CC(=O)Nc2cc(OC)cc(OC)c2)c1C | 2 | 2.4 | -3 | 0.8 | 24 | 0.6 | -16 | -3 | 0
CC(=O)c1cn(-c2ccc(Cl)cc2)c(=O)n(Cc2ccc(F)cc2)c1=O | 6 | -1.1 | -2 | 0.6 | 4 | 0.3 | -1 | 2 | 3
COc1nc(N)nc(CC(=O)C2CC2)n1 | 8 | -0.9 | -15 | 0.7 | -2 | 0.2 | 5 | 2 | 4
CC(=O)N1CCc2cc(Br)cc(S(=O)(=O)N3CCCCCC3)c21 | 4 | 0.8 | 12 | 1.7 | 2 | 1.0 | -1 | -1 | 1
O=C(NCc1ccc(Cl)cc1)C(=O)c1c[nH]c2ccccc12 | 3 | -0.3 | 10 | -0.6 | 1 | 0.1 | -2 | 1 | 3
Cc1ccc(Sc2ccc(N)cn2)cc1 | -1 | -8.1 | 23 | 1.5 | 8 | -0.1 | 5 | -4 | 0
COc1nc(OC)nc(N2CCC(C(=O)Nc3cccc4c3CCCC4)CC2)n1 | 0 | 0.6 | 2 | -0.4 | 16 | 0.4 | -2 | 2 | 0
CCOc1cc(C2C(C(=O)OC)=C(C)N=C3SC(C)C(=O)N32)ccc1OC(C)=O (stereo not given) | 3 | 0.1 | -13 | 0.8 | -70 | 0.5 | 0 | -2 | -1
COCCNC(=O)CN1CCN(C(c2ccccc2)c2ccccc2)CC1 | 4 | -1.6 | 14 | -0.3 | 3 | -0.4 | -10 | -1 | -2
Cc1cc(C)nc(NC(=O)c2ccc([N+](=O)[O-])o2)n1 | 10 | -1.4 | 9 | -0.1 | 22 | 0.8 | -1 | 3 | 3
O=C(Nc1ccc(F)cc1)N(Cc1nnc2n1CCCCC2)c1ccccc1 | -2 | -0.7 | -7 | 0.1 | 25 | 0.8 | -6 | -2 | -1
CCOC(=O)/C(C#N)=C/c1cc(C)n(-c2ccc(C)cc2)c1C | 3 | 0.4 | 14 | -0.6 | -3 | -0.3 | 0 | 4 | -4
O=S(=O)(Nc1cc(S(=O)(=O)N2CCOCC2)ccc1N1CCCC1)c1cccs1 | 8 | -0.5 | 6 | -1.0 | 1 | -0.5 | -9 | 3 | 5

Compound activity deposited in PubChem by several laboratories.
